From PubChem BioAssay
Growth percent in the NCI-60 one-dose screen (48 h, 10 µM unless noted): 100 = growth as untreated, 0 = no growth, -100 = all killed.
786-0 – 786-0 renal cancer cells. 81,000 compounds, 5.1% hits. AID 1794775
SF-268 – SF-268 CNS cancer cells. 82,000 compounds, 3.1% hits
SF-295 – SF-295 CNS cancer cells | 79,000 compounds, 5.6% hits
U251 – U251 CNS tumor cells | 80,000 compounds, 5.4% hits | AID 1794753
SN12C – SN12C renal cancer cells; 81,000 compounds, 3.8% hits
PC-3 – PC-3 prostate cancer cells | 80,000 compounds, 3.9% hits
DU-145 – DU-145 prostate cancer; 81,000 compounds, 4.2% hits
UO-31 – UO-31 renal cancer; 81,000 compounds, 5.2% hits; AID 1794768
SF-539 – SF-539 CNS cancer; AID 1794752; 81,000 compounds, 6.8% hits
An asterisk follows results filed as active; . = no result given; & = joins results of further samples. Rule for the calls: active = growth percent below 10; inactive = the rest.

SMILES	786-0	SF-268	SF-295	U251	SN12C	PC-3	DU-145	UO-31	SF-539
CCCCCC(=N\N=C(N)N)/C(C)=N/N=C(N)N	92	89	91	92	89	64	99	83	77
COc1cc(-c2cc(=O)c3c(C)cc(O)cc3o2)cc(OC)c1OC	83	97	74	81	66	71	82	47	80
CC[C@H](Nc1ncnc2nc[nH]c12)c1nc2cccc(CNCc3ccc(C(=O)NO)cc3)c2c(=O)n1-c1ccccc1	98	91	105	104	104	97	104	83	110
CC(C)C1OC1(C)C#N (stereo unspecified)	100	107	96	99	107	93	108	90	97
C[C@@H](O)C[C@@H]1C[C@@H]1/C=C/c1ccccc1	103	105	98	98	93	93	113	81	99
NC(=S)NN=C1CCSCC1	109	107	92	92	92	90	119	88	106
C=C(Cl)c1c(C)cc(C)c(CC#N)c1C	105	100	104	102	104	100	109	89	99
O=C1[C@@H]2Cc3c([nH]c4ccccc34)[C@@H](c3ccc(Cl)cc3)N2C(=O)CN1C1CCN(Cc2ccccc2)CC1	67	48	85	35	55	21	58	31	73
Cc1ccc(C(=O)NN2C(=O)CSC2c2ccc(F)cc2)cn1 (stereo unspecified)	105	101	88	104	101	100	139	26	107
Cc1c(N)cccc1Cl	101	99	112	108	99	93	108	69	95
O=C(O)CCCCCCCCCCN1C(=O)/C(=C/c2cnc(-c3ccccc3)s2)SC1=S	79	112	83	59	30	95	80	78	110
Cc1cnc(CSc2nc(-c3ccccc3)cn2-c2ccc(Cl)cc2)c(C)c1	86	108	97	94	97	86	110	69	102
O=P(O)(O)OCC(O)CO (stereo unspecified)	101	108	.	94	99	97	107	99	105
Cc1ccc(Cc2cnc(NC(=O)/C=C/c3ccc(C)o3)s2)cc1	42	53	24	42	52	33	34	49	24
Cc1cc(OCC(=O)Nc2ccc3oc(-c4ccncc4)nc3c2)ccc1Cl	93	97	94	82	90	87	109	100	98
CS/C(=N\S(=O)(=O)c1ccccc1)NNC(=O)c1c(-c2c(Cl)cccc2Cl)noc1C	103&102	110	101&87	103	101&95	104&85	105&112	84	108&106
O=C1COc2ccccc2N1	102	105	99	96	109	85	106	93	99
O=C1/C(=C/c2ccc(-c3cccc(C(F)(F)F)c3)o2)SC(=S)N1CCc1ccc(O)cc1	18	57	97	87	75	63	13	53	76
CCCCOC(=N)N(CCCC)c1ccccc1	115	97	105	110	102	86	108	70	102
CNS(=O)(=O)c1ccc(Nc2ccc(C(F)(F)F)cc2)c(-c2cn(C)cn2)c1	61	42	44	51	42	58	62	9.1*	64
COc1ncc(-c2ccc3ncnc(Nc4cccc(Cl)c4)c3c2)cc1NS(C)(=O)=O	46	45	32	47	29	26	27	8.8*	.
Oc1ccccc1C=Nc1ccc(Cl)cn1	113	111	111	100	109	106	118	86	104
COc1ccc(/C=C/C(=O)c2cccc(OCCCCOc3cccc(C(=O)/C=C/c4ccc(OC)c(OC)c4)c3)c2)cc1OC	90	76	47	85	80	67	83	62	88
C#C[C@]1(O)CC[C@H]2[C@@H]3CC=C4c5sc(Nc6ccccc6)nc5CC[C@]4(C)[C@H]3CC[C@@]21C	-36*	24	-56*	14	29	10	16	14	-51*
CC(C)[C@@H]1CC[C@]2(CO2)[C@@H]2C(=O)OCC(C(=O)O)=C[C@H]21	12	1.2*	22	1.8*	2.3*	22	7.0*	6.0*	6.8*
C/C(=N\Nc1nc(-c2ccc(Cl)cc2)cs1)c1nnn(-c2ccc(S(N)(=O)=O)cc2)c1C	.	89	94	99	102	99	103	102	102
O=c1[nH]n(C(=S)N/N=C/c2ccccc2Br)c(=O)c2ccccc12	98	104	94	103	100	101	106	92	102
O=C(O)CCC(C(=O)O)N1C(=O)CSC1=S (stereo unspecified)	102	99	97	116	103	99	110	95	95
CCOC(=O)c1[nH]c(C)c(C(=O)OCc2ccccc2C#N)c1C	61	73	75	51	95	80	87	88	16
O=C(O)c1c2cc(Br)ccc2nc2[nH]c(=O)[nH]c(=O)c12	105	112	105	116	98	92	119	62	98
Nc1cc2cccnc2cc1Cl	107	102	111	98	98	92	109	85	98
Cc1cccc(C)c1N(C)N	113	106	116	.	102	109	110	90	118
N#Cc1c(-c2ccc(F)cc2)nc(N/N=C/c2ccc[nH]2)nc1N1CCOCC1	55	85	97	84	83	69	84	48	76
CCCCCCNC=O	103	111	88	86	96	100	113	88	90
CC12SCC(C(=O)NCc3ccccc3Br)N1C(=O)c1ccccc12 (stereo unspecified)	102	97	92	91	89	79	101	87	91
O=C(O)CCC(=O)c1ccc(Br)cc1	107	116	105	99	84	.	113	76	106
COc1ccc2cc([C@H](C)C(=O)N/N=C/c3ccccc3)ccc2c1	103	98	100	103	104	88	103	90	99
CCN1C(=O)N(CC)C2C1NC(=O)N2/N=C/C=C/c1ccccc1 (stereo unspecified)	33	60	35	39	61	35	68	58	25
COc1ccccc1/C=C/c1nn2c(-c3cccnc3)nnc2s1	89	93	108	102	98	100	100	83	91
CN(C)c1nc2c(=O)[nH]c(N)nc2n1[C@@H]1O[C@H](CO)[C@@H](O)[C@H]1O	104	93	.	95	102	97	109	91	96
CSC(=Nc1ccc(N(C)C)cc1)NC#N	100	109	95	108	110	103	113	85	100
Cc1nn(-c2c(F)c(F)c(F)c(F)c2F)c(C)c1N=Nc1ccc(Br)cc1	92	93	97	87	91	84	90	76	97
Cc1cccnc1NC(=O)CNC(=O)C(C)c1ccc(CC(C)C)cc1 (stereo unspecified)	99	99	91	95	114	92	118	103	106
CC(OC(=O)Nc1cccc(Cl)c1)C(=O)OCCCl (stereo unspecified)	111	103	113	112	105	98	114	86	91
C[C@H]1CNCCCN1S(=O)(=O)c1cccc2cncc(F)c12	68	83	81	96	108	99	105	45	75
Cc1nn(-c2cc(=O)[nH]c3ccccc23)c(N)c1C#N	105	98	100	99	101	96	107	67	95
COc1cc(Cl)c(Cl)cc1Cl	102	108	104	107	110	100	110	120	123
COc1ccccc1C(=O)Nc1ccc(-c2cc(=O)c3c(O)c(OC)c(OC)cc3o2)cc1	89	90	97	88	86	97	107	95	95
CCCCS(=O)(=O)Nc1ccccc1C(=O)NN	101	101	98	96	99	99	106	92	103
COc1ccc(C2CC(c3c(C)oc4c(OC)c5occc5c(OC)c4c3=O)=NN2)cc1OC (stereo unspecified)	100	94	96	100	96	83	110	83	97
CC(C)/C=C/CC[C@](C)(O)[C@H]1CC[C@]2(C)[C@@H]1CC[C@@H]1[C@@]3(C)C/C(=C/c4cccc(C(F)(F)F)c4)C(=O)C(C)(C)[C@@H]3CC[C@]12C	101	93	101	93	89	80	97	80	98
C=C(C)C[C@@]1(C(=O)OC)C(=O)[C@H](C)CC2[C@@]3(C)CC[C@H](O)C(C)(C)C3CC[C@]21C (stereo partly specified)	100	105	98	96	91	81	107	88	97
C/C(CCC(=O)O)=N\Nc1nc2ccccc2s1	100	109	104	116	101	66	109	67	107
CCCCOc1nc2c(C)cccc2cc1C1CNC(=O)c2ccccc2N1 (stereo unspecified)	46	67	53	64	71	40	86	68	68
OCC1OC(n2ccc3c(NO)ncnc32)C(O)C1O (stereo unspecified)	-7.1*	-14*	-15*	0.0*	-27*	-7.7*	-17*	-25*	-44*
COc1cccc(/C=N/Nc2nnc3n2N=C(c2ccc(Cl)cc2)CS3)c1	87	82	97	94	90	77	91	55	99
CCSC1=CC(=O)c2ccccc2C1=O	111	76	97	79	83	73	95	27	106
O=C(Nc1ccccc1C1=NCC(CO)O1)c1ccc(F)cc1 (stereo unspecified)	85	101	92	97	93	91	103	91	101
CC(C)(NC(=O)OC1CCCN(C(=O)CN)C1)c1csc(-c2ccc(F)cc2)n1 (stereo unspecified)	100	93	95	98	100	98	108	92	106
COc1ncnc(NS(=O)(=O)c2ccc(NC(=O)c3ccccc3F)cc2)c1OC	88	104	90	101	86	87	107	95	97

14 entries out of the list, arranged by heavy-atom count, descending:
SMILES	786-0	SF-268	SF-295	U251	SN12C	PC-3	DU-145	UO-31	SF-539
COc1ccc(/C=C/C(=O)c2cccc(OCCCCOc3cccc(C(=O)/C=C/c4ccc(OC)c(OC)c4)c3)c2)cc1OC	90	76	47	85	80	67	83	62	88
CC[C@H](Nc1ncnc2nc[nH]c12)c1nc2cccc(CNCc3ccc(C(=O)NO)cc3)c2c(=O)n1-c1ccccc1	98	91	105	104	104	97	104	83	110
COc1ccc(C2CC(c3c(C)oc4c(OC)c5occc5c(OC)c4c3=O)=NN2)cc1OC (stereo unspecified)	100	94	96	100	96	83	110	83	97
C/C(=N\Nc1nc(-c2ccc(Cl)cc2)cs1)c1nnn(-c2ccc(S(N)(=O)=O)cc2)c1C	.	89	94	99	102	99	103	102	102
COc1ncc(-c2ccc3ncnc(Nc4cccc(Cl)c4)c3c2)cc1NS(C)(=O)=O	46	45	32	47	29	26	27	8.8*	.
CC(C)(NC(=O)OC1CCCN(C(=O)CN)C1)c1csc(-c2ccc(F)cc2)n1 (stereo unspecified)	100	93	95	98	100	98	108	92	106
CCCCOc1nc2c(C)cccc2cc1C1CNC(=O)c2ccccc2N1 (stereo unspecified)	46	67	53	64	71	40	86	68	68
COc1cc(-c2cc(=O)c3c(C)cc(O)cc3o2)cc(OC)c1OC	83	97	74	81	66	71	82	47	80
Cc1ccc(Cc2cnc(NC(=O)/C=C/c3ccc(C)o3)s2)cc1	42	53	24	42	52	33	34	49	24
O=C(Nc1ccccc1C1=NCC(CO)O1)c1ccc(F)cc1 (stereo unspecified)	85	101	92	97	93	91	103	91	101
O=C(O)c1c2cc(Br)ccc2nc2[nH]c(=O)[nH]c(=O)c12	105	112	105	116	98	92	119	62	98
CCCCCC(=N\N=C(N)N)/C(C)=N/N=C(N)N	92	89	91	92	89	64	99	83	77
C[C@@H](O)C[C@@H]1C[C@@H]1/C=C/c1ccccc1	103	105	98	98	93	93	113	81	99
CC(C)C1OC1(C)C#N (stereo unspecified)	100	107	96	99	107	93	108	90	97

(cont.)
SMILES	786-0	SF-268	SF-295	U251	SN12C	PC-3	DU-145	UO-31	SF-539
CCCCNC1=CC(=O)C(NCCCC)=CC1=O	117	104	116	106	106	89	115	109	108
CN/C=C/C(=O)c1nnn(-c2ccc(Cl)cc2)c1C	98	95	92	91	97	91	105	87	93
NC(=O)NC(=O)Cc1ccc([N+](=O)[O-])cc1	97	96	101	97	107	100	108	89	109
COc1ccc(-c2nc(N)ncc2-c2ccc(Cl)cc2)c(O)c1	93	102	97	86	93	84	106	67	98
COc1cc(CSC(=N)N)cc(OC)c1	97	96	98	100	102	81	104	89	100
CC(=O)N1N/C(=C2/C(C)=NC(=S)NC2c2ccccc2)CC1c1ccccc1O (stereo unspecified)	100	96	102	103	96	91	106	77	91
O=C(c1ccc(Cl)cc1)C1[C@H](c2ccc(Br)cc2)[C@@H](c2ccccc2)NC12C(=O)Nc1ccc(Cl)cc12 (stereo partly specified)	-68*	-7.7*	-84*	-81*	-92*	-30*	-28*	-29*	-59*
O=S(=O)(Oc1ccccc1)c1ccc(Cl)c(Cl)c1	105	102	89	99	105	102	98	81	113
NCCNc1nc(-c2ccccc2)nc2nc(-c3ccccc3)oc12	81	73	101	70	81	80	98	70	90
N#CCC1=CCCCC1	102	99	95	97	97	228	110	105	90
O=c1c(O)c(NC[C@H]2OC(O)[C@H](O)[C@@H](O)[C@@H]2O)c1=O (stereo partly specified)	90	109	99	101	93	93	107	91	90
Cc1nn(-c2ccccc2)c(-n2ccnc2)c1/C=N/NC(N)=S	107	93	98	102	97	94	107	74	98
COc1ccc2c(c1)C(=O)CC(c1ccccc1)O2 (stereo unspecified)	99	112	107	98	98	.	119	94	108
COC(=O)C1(Cc2ccccc2)CC(=O)N1C[C@H](Cc1ccccc1)N(Cc1ccccc1)Cc1ccccc1 (stereo partly specified)	67	58	55	42	.	20	79	45	84
CCCn1c(=O)c2c(nc(-c3cccc(OCCCCl)c3)n2C)n(CCC)c1=O	24	60	15	17	37	62	61	28	63
CCSc1nnc2c(C)nc3ccccc3n12	101	100	105	100	97	82	110	62	89
CSc1ccccc1N	110	94	104	96	100	80	103	77	101
COC(=O)[C@@H](Cc1c[nH]c2ccccc12)NC(=O)[C@@H](C)NCc1ccc2[nH]ccc2c1	99	100	96	92	95	85	108	87	94
CC(C)(C)c1nn(-c2ccccc2)c2c1COCN2Cc1ccc(Cl)cc1	90	103	96	90	97	64	103	85	84
Nc1ccc(C(=O)/C=C/c2ccccc2)cc1	86	86	101	92	98	74	62	62	102
CN(N=O)c1ccc(CC2CCc3ccccc32)cc1 (stereo unspecified)	81&93	98&113	85&82	92&87	98&92	97&83	102&113	80&89	105&126
Cn1c(SCC(=O)NNc2ncnc3ccccc23)nc(-c2ccc(Cl)cc2)c(C#N)c1=O	105	111	102	125	101	88	116	75	95
O=C1/C(=C/c2cc3cc4c(cc3nc2Cl)OCO4)SC(=S)N1Cc1ccco1	92	94	97	.	93	90	103	78	94
CC1(C)CC(=O)C=C(NCCCCCCCCNC2=CC(=O)CC(C)(C)C2)C1	100	109	.	.	109	106	106	82	103
Cc1ccc(N)cc1S(=O)(=O)O	98&107	102&101	112&111	103&106	106&103	99	119&111	91&84	120&104
O=C1N=C2SC=C(c3ccccc3)N2C1CCN1CCOCC1 (stereo unspecified)	100	105	86	93	99	85	116	67	92
C=C(CN1CC=CCC1)[C@@H]1CC[C@]2(COC(C)=O)CC[C@]3(C)[C@H](CC[C@@H]4[C@@]5(C)CC[C@H](O)C(C)(C)[C@@H]5CC[C@]43C)[C@@H]12	103	106	105	93	98	80	102	89	97
N#C/C(=C/c1cccc(Oc2ccccc2)c1)c1ccccc1	77	102	104	.	102	82	102	79	99
O=C(C[n+]1cccc(Br)c1)c1ccc(Cl)cc1	96	92	102	97	.	93	108	96	95
COc1ccc2c(c1)CC=C1[C@@H]2CC[C@]2(C)C(=O)/C(=N/O)C[C@@H]12	90	76	75	96	83	.	97	.	99
CN(C)c1ccc(C(=O)C(NCCO)c2ccccc2)cc1 (stereo unspecified)	86	97	97	100	97	92	109	89	95
CCCC(CCC)Oc1ccc(CCCC2=C(O)c3ccccc3C(=O)C2=O)cc1	42	45	28	27	46	28	33	47	23
